# From PubChem BioAssay
# DUSP3 inh = VHR1 (DUSP3) phosphatase inhibition. P51452. recombinant VHR phosphatase, colorimetric substrate read-out. inhibition, % at 20 µM. hit rate 0.7% among 50,000. AID 1992; in the data active means inhibition above about 60%; further: some results filed as inactive read as strong as hits
# Target sequence (P51452 whole entry, looked up): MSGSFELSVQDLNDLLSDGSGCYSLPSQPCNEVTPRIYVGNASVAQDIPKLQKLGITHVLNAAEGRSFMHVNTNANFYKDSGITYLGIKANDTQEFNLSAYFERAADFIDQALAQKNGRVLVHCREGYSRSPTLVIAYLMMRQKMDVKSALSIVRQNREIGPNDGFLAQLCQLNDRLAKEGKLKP
# * = called active by the depositor.
SMILES,DUSP3 inh
Cc1cc(C)nc(NC(N)=NC(C)(C)C)n1,9
CCOC(=O)c1sc(NC(=O)C(CC)c2ccccc2)c(C(N)=O)c1C (centres undefined),-7
CCOc1ccc(NC(=O)C2=C(C)NC(=S)NC2c2ccc(C)cc2)cc1 (centres undefined),12
O=C(Nc1ccc(-c2nc3ccccc3o2)c(O)c1)c1ccc(Cl)cc1,-12
O=C(NC(=S)Nc1ccc(Cl)cc1Cl)c1ccc(Cl)cc1,-6
COc1cccc(OCCOc2cccc(/C=c3\sc4nc5ccccc5n4c3=O)c2)c1,15
CC(C)(C)C(=O)/C=C(\N)COc1ccccc1,30
COc1ccccc1NC(=O)CN(c1ccc(Cl)cc1Cl)S(=O)(=O)c1ccccc1,8
CCc1ccccc1NC(=O)CC1Sc2ccccc2NC1=O (centres undefined),-39
COc1ccccc1C1Nc2ccccc2NC2=C1C(=O)CCC2 (centres undefined),-3
O=C(NCCCCNc1ccc(C(F)(F)F)cc1[N+](=O)[O-])c1ccc(Cl)cc1,-6
Cc1ccc(S(=O)(=O)Nc2ccc(S(=O)(=O)NC(=O)C(C)C)cc2)cc1,10
O=C(O)CCN1C(=O)/C(=C/c2ccc(-c3ccc([N+](=O)[O-])cc3)o2)SC1=S,-6
O=C(N/N=C/c1c[nH]c2ccccc12)c1ccccc1[N+](=O)[O-],-8
COc1cccc(/C=C2\N=C(c3cccs3)OC2=O)c1OC,10
Cc1ccccc1OCC(=O)O/N=C(\N)Cc1cccs1,-36
Cc1ccc(C(=O)c2oc3ccccc3c2C)cc1,6
CC1(C)Cc2ccccc2C(Sc2ccc(N)cc2)=N1,36
O=C(CN(Cc1ccccc1)Cc1ccccc1)NC12CC3CC(CC(C3)C1)C2,3
O=C(c1cccnc1)N1CCN(C/C=C/c2ccccc2)CC1,9

# Reprinted from the part before: three entries, followed by the next part.
SMILES,DUSP3 inh
CC1(C)Cc2ccccc2C(Sc2ccc(N)cc2)=N1,36
O=C(CN(Cc1ccccc1)Cc1ccccc1)NC12CC3CC(CC(C3)C1)C2,3
O=C(c1cccnc1)N1CCN(C/C=C/c2ccccc2)CC1,9
CCOC(=O)C1=CS/C(=C2/C(=S)C(C)(C)Nc3ccc(C)cc32)S1,30
CC1(C)Cc2c(sc3ncn4nc(CSc5nc6ccccc6o5)nc4c23)C(C)(C)N1,10
Cc1nnc(C)n1/N=C/c1c(O)ccc2ccccc12,5
CC1(C)C(=O)N(Cc2ccc(Cl)c(Cl)c2)c2ccccc2N1C(=O)c1ccc([N+](=O)[O-])cc1,11
CC(C)(C)NC(=O)C(=O)NN=C1CCCC1,-5
Nc1nc(O)c(C2=c3cc(Cl)ccc3=NC2=O)s1,3
CCCN(CCC)c1ccc(C2NC(=O)c3c(sc4c3CCN(C)C4)N2)cc1 (centres undefined),3
CN(C)c1ccc(/C=C2\NC(=O)c3ccccc3C2=O)cc1,-11
CN(C)c1ccc(NC(=O)c2ccccc2Cl)cc1,-7
Cc1cccc(NC(=O)C(=O)NNC(=O)c2ccccc2C)c1,-21
CCOc1ccc(NC(=O)C2CC2(c2ccccc2C)c2ccccc2C)cc1 (centres undefined),-11
COc1ccc(C(=O)n2nnc3ccccc32)cc1,-2
COCCCNC(=O)c1c(-c2ccccc2Cl)noc1C,-5
CCOC(=O)C(Cc1cccc([N+](=O)[O-])c1)SC#N (centres undefined),-22
COC(=O)c1cccc(/C=C/N(C)C)c1[N+](=O)[O-],2
O=C(CCN1C(=O)c2ccccc2C1=O)Nc1ccc(I)cc1,-34
COC(=O)C1=C(C)NC(=O)CC1c1cc(Br)ccc1F (centres undefined),-5
CN1C(=O)NC(=O)/C(=C\c2ccc(N3CCCC3)cc2)C1=O,2
COC(=O)c1c(NC(=O)c2cc3ccccc3oc2=O)sc2c1C(C(=O)OC)CC2 (centres undefined),3
COCCOC(=O)c1c(C)oc2ccc(OC(=O)c3sc4ccccc4c3Cl)cc12,-7

# Structures listed so far that have two or more sulfur atoms, in the order listed:
SMILES,DUSP3 inh
Cc1ccc(S(=O)(=O)Nc2ccc(S(=O)(=O)NC(=O)C(C)C)cc2)cc1,10
O=C(O)CCN1C(=O)/C(=C/c2ccc(-c3ccc([N+](=O)[O-])cc3)o2)SC1=S,-6
CCOC(=O)C1=CS/C(=C2/C(=S)C(C)(C)Nc3ccc(C)cc32)S1,30
CC1(C)Cc2c(sc3ncn4nc(CSc5nc6ccccc6o5)nc4c23)C(C)(C)N1,10

# Continuation:
SMILES,DUSP3 inh
CC(=O)Nc1ccc(C2NC(=O)NC3=Nc4ccccc4SC(c4ccccc4)=C32)cc1 (centres undefined),-23
COc1ccccc1NC(=O)/C=C/c1cc(Br)cs1,-5
CCC/C(O)=C1\C(=O)CC(C)(C)CC1=Nc1ccc([N+](=O)[O-])cc1,-3
CC12C=CC(O1)C1C(=O)N(c3ccc(Cl)cc3)C(=O)C12 (centres undefined),8
CN1C(=O)N(C)C2(c3ccccc3)N(N)C(N)=NC12c1ccccc1 (centres undefined),-3
O=C(CN(c1ccc(Br)cc1)S(=O)(=O)c1ccccc1)Nc1ccccc1F,-12
CCc1ccccc1NC(=O)C(C)Oc1ccc(OC)cc1 (centres undefined),4
COc1ccc(C2CC(=O)C3=C(C2)Nc2ccccc2NC3c2c(F)cccc2F)cc1 (centres undefined),-6
CC(=O)Nc1ccc(C(=O)Nc2ccc(C(C)C)cc2)cc1,-11
CC1(C)Cc2ccccc2C(N/N=C/c2ccc(Cl)cc2)=N1,-5
CC(C)(C)NCCOc1cccc(Cl)c1Cl,-31
CC1C2=C(CC(C)(C)CC2=O)OC2=C1C(=O)CC(C)(C)C2,9
Oc1[nH]c2ccc(Cl)cc2c1N=Nc1ccnc2cc(Cl)ccc12,10
O=C(Nc1ccccc1OC(=O)c1ccc(Cl)cc1)c1ccc(Cl)cc1,11
COc1ccc(Br)cc1CN1CCN(C2CCCC2)CC1,24
CCc1ccccc1NC(=O)c1c(NC(=O)C(C)(C)C)sc2c1CCC2,3
CCOC(=O)/C=C(\C)Nc1nc(S(=O)(=O)c2ccc(C)cc2)c(Cl)s1,-5
CCN1CCN(c2ccc(C(F)(F)F)cn2)CC1,-27
COc1cc(C)cc2oc(=O)c3c(c12)CCC3,-13
O=C(/C=C/c1ccc(-c2ccccc2[N+](=O)[O-])o1)c1ccc(Cl)cc1,3
O=C1CC(c2ccccc2)CC(O)=C1C=NCCN1CCNCC1 (centres undefined),-4
CC(C(=O)NN)C1=NC(C)(C)Cc2ccccc21 (centres undefined),17
O=C(Nc1ccc(O)cc1)c1ccc(-c2ccccc2)cc1,-2
CCOc1ccc(N(CC(N)=O)S(=O)(=O)c2ccc(SC)cc2)cc1,-12
COc1ccc(NC(=O)CSc2nc3ccc(N4C(=O)c5ccccc5C4=O)cc3s2)c([N+](=O)[O-])c1,1
COc1ccc(CN2CCN(Cc3ccncc3)CC2)cc1,-15
COc1ccc(-c2csc3nc[nH]c(=O)c23)cc1,0
O=C(CCC1CCCC1)NCc1cccnc1,14
C/C(Cn1nnc([N+](=O)[O-])n1)=N\NC(=O)c1ccc(O)cc1,1
COc1ccc(C2C(C(C)=O)=C(O)C(=O)N2c2nc3ccccc3s2)cc1 (centres undefined),-1
CCOc1cc(C(=O)Nc2nc3ccccc3[nH]2)cc(OCC)c1OCC,-18
CC1=C([N+](=O)[O-])C(c2ccccc2Cl)NC(=O)N1C (centres undefined),-4
COc1cc2c(NCc3ccco3)cc(O)c(CC(=O)Nc3ccc(Cl)cc3)c2cc1OC,-9
O=C(NCCOCc1ccccc1)c1ccccc1I,-1
Cc1ccc(OCCCCN2CCC(C)CC2)c(C)c1,-6
O=C(NCCN1CCN(S(=O)(=O)c2ccc3ccccc3c2)CC1)C(=O)Nc1ccccc1,-9
Cc1ccnc(NC(=O)c2sc3ccccc3c2Cl)c1,-7
NC(=O)c1ccccc1NC(=O)c1ccc(Cl)cc1[N+](=O)[O-],8
O=C(COc1ccc(Cl)cc1)Nc1cc(C(F)(F)F)cc(C(F)(F)F)c1,-10
CCSC1=C(C#N)C(c2cccc3ccccc23)CC(=O)N1 (centres undefined),1

# Exported with bars between the fields: part of the list above
compound | DUSP3 inh
O=C1CC(c2ccccc2)CC(O)=C1C=NCCN1CCNCC1 (centres undefined) | -4
Cc1ccc(OCCCCN2CCC(C)CC2)c(C)c1 | -6
Cc1ccnc(NC(=O)c2sc3ccccc3c2Cl)c1 | -7

# New compounds follow
SMILES,DUSP3 inh
CCOC(=O)c1c(NC(=O)/C=C/c2ccc(OC)c(OC)c2)sc2c1CC(C)(C)OC2,-21
CCC1(C)CC(CC(=O)O)(c2ccccc2OC)CCO1 (centres undefined),-14
COc1cccc(NC(=O)c2ccc(CN3CCN(Cc4ccccc4)CC3)cc2)c1,3
N#CC(C#N)=Cc1ccc(-c2ccc(Cl)c(C(=O)O)c2)o1,-22
C=CCn1c(-c2ccc(OC)cc2)n[nH]c1=S,6
O=C(N=Nc1c(O)n(Cc2ccccc2)c2ccccc12)c1ccccc1[N+](=O)[O-],-46
Cc1ccc(/C=N/NC(=O)Cc2nnc(N)s2)cc1,-2
O=C(CN1C(=O)c2ccccc2C1=O)Nc1ccc(Br)cc1,21
CC1CCN(C(=O)c2cncc(Br)c2)CC1,-9
O=C(c1ccccc1Cl)N1CCN(c2c(Cl)cccc2[N+](=O)[O-])CC1,-7
O=C(CCN1C(=O)/C(=C/c2cccs2)SC1=S)Nc1ccccn1,-4
CCN(CC)Cc1c(O)ccc2oc(C)c(C(=O)c3ccc(OC)cc3OC)c12,-10
COCCOC(=O)C1=C(C)NC(=O)NC1c1cccs1 (centres undefined),11
COC(=O)C1=C(C)N(c2ccc(F)cc2)C(=O)/C1=C\c1ccc(OCC(=O)NCC2CCCO2)cc1 (centres undefined),-14
CC(=O)c1ccc(NN=C(C#N)C#N)cc1,-14
COc1ccc(C)cc1NC(=O)C1C2C=CC(O2)C1C(=O)O (centres undefined),-18
CSc1nnc2sc3ccccc3n12,-9
O=c1oc(-c2ccccc2)nc2sc3c(c12)CCC3,2
Cc1cc(C)c(C(N)=O)c(Nc2ccc(Cl)cc2)n1,-3
Cc1ccc(Cc2cnc(NC(=O)/C=C/c3ccc(C)o3)s2)cc1,-16
COc1cccc(C(=O)NC(NC(=S)Nc2cc(OC)ccc2OC)C(Cl)(Cl)Cl)c1 (centres undefined),16
COc1ccc(N(CC(=O)Nc2c(C)cccc2C)S(=O)(=O)c2ccccc2)cc1Cl,-12
O=C1Oc2ccc(Cl)cc2C1c1ccccc1 (centres undefined),0
CCCCOc1ccc(NC(=O)CSc2nnc(C)s2)cc1,-12
COc1ccc(NC2OC(=O)c3c2ccc(OC)c3OC)cc1 (centres undefined),-19
COc1ccc(/C=N\N2CCN(c3ccc(Cl)cc3)CC2)cc1O,-4
O=C(Nc1ccc2nn(-c3ccc(F)cc3)nc2c1)c1ccco1,4
O=C(O)c1ccc(Cl)c(S(=O)(=O)N2CCCC2)c1,-9
Cc1cc(C)nc(SCC(=O)Nc2ccccc2[N+](=O)[O-])n1,5
CCc1c(C)nc2cc(-c3cccc(C)c3)[nH]n2c1=O,-22
Cc1cccc(OCCSc2nc3ccccc3n2CCO)c1,-50
Cc1cc(-c2ccc(/C=c3\sc4nc5c(C)cc(C)cc5n4c3=O)o2)c(C)c([N+](=O)[O-])c1,3
CCOc1ccc(N2C(=O)/C(=C/c3ccc(Br)o3)C(=O)NC2=S)cc1,57
CN1CCN(c2ccc([N+](=O)[O-])c(N3CCN(C)CC3)c2Cl)CC1,-2
Cc1ccnc(NC(=S)NC(=O)c2ccc(Cl)cc2)c1,-25
CC(=O)Nc1nonc1-c1nc2ccccc2n1Cc1nnc(C)o1,-9
N/C(=C\C(=O)c1ccccc1O)C(Cl)(Cl)Cl,10
O=C(NC1CCS(=O)(=O)C1)/C(=C\c1ccccc1)NC(=O)c1ccc([N+](=O)[O-])cc1 (centres undefined),0
CCOC(=O)C1=C(C)NC(=S)NC1c1ccc(C)cc1 (centres undefined),-42
CCN1C(=O)/C(=C\c2ccc(O)c(OC)c2)C(C(=O)OC)=C1C,0
Cc1cc(C)nc(/N=C(/N)Nc2ccc([N+](=O)[O-])cc2C)n1,-2
COc1ccc(OC)c(C=C2C(=O)N(C)C(=S)N(C)C2=O)c1,-9
CCOc1ccccc1CN(CCc1ccc2c(c1)OCO2)Cc1ccncc1,15
COc1ccccc1C(=O)Nc1ccc(Br)cc1,-22
CC(=O)OCc1ccc(-c2ccc([N+](=O)[O-])cc2)o1,-15
Cc1cc(/C=N/n2cnnc2)c(C)n1-c1ccc(I)cc1,-5
COc1ccc(C(=O)Nc2ccc3oc(-c4cc(Cl)c(OC)c(Cl)c4)nc3c2)cc1OC,45
COc1cc(/C=C2\SC(=S)N(c3cccc(C(=O)O)c3)C2=O)ccc1O,-5
Cc1cc(=O)[nH]c(SCC(=O)Nc2ccccc2Br)n1,2
COc1ccccc1N(CC(=O)Nc1ccc(Oc2ccccc2)cc1)S(=O)(=O)c1ccccc1,6
COc1ccc2oc(=O)c(C(=O)NCCc3ccccc3)cc2c1,-29
NS(=O)(=O)c1cccc(NC(=O)/C=C/c2ccc(Cl)cc2)c1,-10
O=C1SC(N2CCOCC2)C(=O)N1c1ccccc1 (centres undefined),-15
O=C(O)c1ccccc1C(=O)Nc1ccc(Cl)cn1,2
Cc1nc2ccccn2c1C(=O)N/N=C\c1ccc(OCc2ccc(Cl)cc2)cc1,-66
O=C(O)CCC(=O)Nc1sc2c(c1C(=O)Nc1ccccc1)CCCC2,-12
O=C(CSc1ncn[nH]1)Nc1ccc(Br)cc1,-10
O=C(Nc1cc(NC(=O)c2ccccc2)cc(C(=O)Nc2nccs2)c1)c1ccccc1,2
CC1(C)CC(=O)c2cc(-c3ccccc3)n(CC(=O)OCN3C(=O)c4ccccc4C3=O)c2C1,0
O=[N+]([O-])c1ccc(S(=O)(=O)NCCOc2ccccc2Cl)cc1,3

# Part of the list above, as tab-separated lines:
smiles	DUSP3 inh
CCOc1ccc(NC(=O)C2=C(C)NC(=S)NC2c2ccc(C)cc2)cc1 (centres undefined)	12
O=C(Nc1ccc(-c2nc3ccccc3o2)c(O)c1)c1ccc(Cl)cc1	-12

# Only part of the results is shown; count on the stated rates, not on these rows.
